Screening results as filed in PubChem.
N370S GC – inhibits or activates N370S mutant glucocerebrosidase; N370S GC spleen homogenate, 4MU-glucoside fluorescence; AID 2101; 330,000 tested, 0.092% active; Potency, µM (top dose mostly 59.4 µM), for the others: at the highest dose activity change, negative = inhibition, usual class: inhibitors;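 further: 0% = full enzyme activity and -100% = no enzyme basal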
KAT2A inh – inhibitors of human GCN5L2 histone acetyltransferase | 390,000 tested, 0.21% active | GCN5L2 HAT assay, ThioGlo1 CoA-SH fluorescence | Potency, µM (highest dose often 58.9 µM), without a hit: at the highest dose activity change, negative = inhibition, most hits filed as inhibitors
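qHTS, 1536-well. 20nM enzyme, pH 7.5 HEPES/EDTA/Tween-20 buffer; 15 min compound preinc., RT. Start: 75uM H3(1-25), 70uM AcCoA, 50uM ThioGlo1. Read Ex340/Em540 at t=0 (autofluorescence flag) and t=20 min.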
FEN1 inh – human FEN1 inhibition | Recombinant FEN1 flap cleavage, fluorescence, 15 min | P39748 | Potency, µM (doses to about 114 µM), inactives show at the top dose activity change, negative = inhibition, usual class: inhibitors | 390,000 tested, 0.35% active | AID 588795; further: nearly all actives have a fitted effect of over 65% in size
Target sequence (P39748 whole entry, looked up): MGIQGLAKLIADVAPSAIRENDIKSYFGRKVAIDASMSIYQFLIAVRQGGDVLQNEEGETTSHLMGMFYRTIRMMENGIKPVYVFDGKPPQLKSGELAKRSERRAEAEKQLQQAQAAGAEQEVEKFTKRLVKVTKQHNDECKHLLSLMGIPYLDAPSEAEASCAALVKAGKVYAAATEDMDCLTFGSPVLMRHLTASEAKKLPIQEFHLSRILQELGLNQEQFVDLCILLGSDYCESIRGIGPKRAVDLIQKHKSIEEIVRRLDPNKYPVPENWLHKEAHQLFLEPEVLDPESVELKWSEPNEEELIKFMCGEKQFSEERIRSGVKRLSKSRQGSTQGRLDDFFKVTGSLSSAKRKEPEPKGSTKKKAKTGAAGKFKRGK
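Concentration–response screening of FEN1 (10 nM): 15 min compound preincubation at room temperature, reaction started with 50 nM substrate and read at 0 and 15 min. Corrected, normalized data were fitted by a four-parameter Hill equation.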
An asterisk follows results filed as active; & = joins results of further samples; [ ] = another dose, or the depositor's remark. The call rests on the fitted dose curve; in most records, active means well fitted curve in the direction sought with a large enough effect; inconclusive means small, poorly fitted or top-dose-only effect, or another doubt; inactive means no such curve, though single readings can be large; an effect the other way counts as inactive or inconclusive. Unless noted, on the % scale 0 is the no-effect control and ±100 the full control effect; potency means the concentration at half of the fitted maximal effect. Some of the compounds tested, so the mix of outcomes need not match the whole.

A first look:
What do the screens show for `Cc1ccccc1CNC(=O)C1CCC(=O)N(C2CCCCCC2)C1` (stereo not drawn)?
N370S GC: -0.2%; KAT2A inh: 3.1%; FEN1 inh: -7.9%

How did O=C(Nc1cccc(Cl)c1)c1ccccc1 do in these assays?
N370S GC: -0.5%; KAT2A inh: -4.0%; FEN1 inh: 15.1%

How did Cc1cc(C)c2c3c(sc2n1)C(=O)N(c1ccccc1C)CC(=O)N3 do in these assays?
N370S GC: -5.3%; KAT2A inh: 1.2%; FEN1 inh: -2.7%

How did O=C(O)c1cc(N/N=C/c2cccs2)ccc1Cl do in these assays?
N370S GC: 1.2%; KAT2A inh: -0.1%

How did COC(=O)c1ccccc1NC1CC(=O)N(c2c(C)cccc2C)C1=O (stereo not drawn) do in these assays?
N370S GC: 13.6%; KAT2A inh: -11.5%; FEN1 inh: -7.8%

What do the screens show for `O=C(/C=C/c1ccc(OCc2cccc(Cl)c2)cc1)N1CCOCC1`?
N370S GC: -0.3%; KAT2A inh: -6.5%; FEN1 inh: -2.7%

Results for CCn1ncc(C2=NOC(C(=O)Nc3cccnc3)C2)c1C (stereo not drawn) ?
N370S GC: -4.6%; KAT2A inh: -16.4%; FEN1 inh: -5.3%

Results for COc1ccc(CCCc2nnc(SCC(=O)Nc3cc(C)ccc3C)o2)cc1 ?
N370S GC: 5.3%; KAT2A inh: -10.7%&-3.0%; FEN1 inh: -17.1%&10.2%

What do the screens show for `Cc1ccc2c(c1)N(CC(=O)NC1CCC(C)CC1)C(=O)c1cccnc1O2` (stereo not drawn)?
N370S GC: 8.7%; KAT2A inh: -7.1%; FEN1 inh: -16.4%

How did COc1ccccc1C(=O)Nc1ccc(OC(C)C(=O)N2CCOCC2)cc1 (stereo not drawn) do in these assays?
KAT2A inh: -0.6%; FEN1 inh: -17.2%

Results, from the start:
What do the screens show for `Cc1ccccc1CNC(=O)C1CCC(=O)N(C2CCCCCC2)C1` (stereo not drawn)?
N370S GC: -0.2%; KAT2A inh: 3.1%; FEN1 inh: -7.9%

How did O=C(Nc1cccc(Cl)c1)c1ccccc1 do in these assays?
N370S GC: -0.5%; KAT2A inh: -4.0%; FEN1 inh: 15.1%

How did Cc1cc(C)c2c3c(sc2n1)C(=O)N(c1ccccc1C)CC(=O)N3 do in these assays?
N370S GC: -5.3%; KAT2A inh: 1.2%; FEN1 inh: -2.7%

How did O=C(O)c1cc(N/N=C/c2cccs2)ccc1Cl do in these assays?
N370S GC: 1.2%; KAT2A inh: -0.1%

How did COC(=O)c1ccccc1NC1CC(=O)N(c2c(C)cccc2C)C1=O (stereo not drawn) do in these assays?
N370S GC: 13.6%; KAT2A inh: -11.5%; FEN1 inh: -7.8%

What do the screens show for `O=C(/C=C/c1ccc(OCc2cccc(Cl)c2)cc1)N1CCOCC1`?
N370S GC: -0.3%; KAT2A inh: -6.5%; FEN1 inh: -2.7%

Results for CCn1ncc(C2=NOC(C(=O)Nc3cccnc3)C2)c1C (stereo not drawn) ?
N370S GC: -4.6%; KAT2A inh: -16.4%; FEN1 inh: -5.3%

Results for COc1ccc(CCCc2nnc(SCC(=O)Nc3cc(C)ccc3C)o2)cc1 ?
N370S GC: 5.3%; KAT2A inh: -10.7%&-3.0%; FEN1 inh: -17.1%&10.2%

What do the screens show for `Cc1ccc2c(c1)N(CC(=O)NC1CCC(C)CC1)C(=O)c1cccnc1O2` (stereo not drawn)?
N370S GC: 8.7%; KAT2A inh: -7.1%; FEN1 inh: -16.4%

How did COc1ccccc1C(=O)Nc1ccc(OC(C)C(=O)N2CCOCC2)cc1 (stereo not drawn) do in these assays?
KAT2A inh: -0.6%; FEN1 inh: -17.2%

What do the screens show for `Cc1cc[n+](C2=C([O-])c3ccccc3C(=O)/C2=N\S(=O)(=O)c2cccs2)cc1C`?
N370S GC: -10.8%; KAT2A inh: 1.2%; FEN1 inh: 13.0%

Results for Cc1ccc(NC(=O)c2cc3nc(C)cc(C)n3n2)cc1 ?
N370S GC: 19.9%; KAT2A inh: -4.1%; FEN1 inh: -6.6%

How did COc1ccc(/C=C/C(=O)c2c(O)cc(C)oc2=O)c(OC)c1 do in these assays?
N370S GC: 3.2%; KAT2A inh: inconclusive; FEN1 inh: 2.1%

How did NC(=O)NOCc1ccc(F)cc1Cl do in these assays?
N370S GC: 10.8%; KAT2A inh: 0.0%; FEN1 inh: -3.0%

Results for COc1cc(C2C(C(=O)c3ccc(C)o3)=C(O)C(=O)N2CCc2ccccc2)ccc1O (stereo not drawn) ?
N370S GC: 3.4%; KAT2A inh: -0.1%; FEN1 inh: -9.2%

Results for O=C(c1ccccc1)C1C(=O)c2ccccc2C1=O ?
N370S GC: -3.6%; KAT2A inh: -7.6%; FEN1 inh: -1.9%

What do the screens show for `COC(CNC(=O)c1ccc(CS(=O)(=O)c2ccccc2)o1)OC`?
N370S GC: -3.4%; KAT2A inh: -20.3%; FEN1 inh: -6.0%

Results for CCCc1nn2c(=O)cc(CSCC(=O)Nc3cccc(C)c3)nc2s1 ?
N370S GC: -12.8%; KAT2A inh: -7.0%; FEN1 inh: -15.5%

How did CCSc1nnc(NC(=O)[C@@H](NC(=O)c2ccccc2)C(C)C)s1 do in these assays?
N370S GC: inconclusive; KAT2A inh: -4.8%; FEN1 inh: -15.5%

Results for COc1ccc(CCNC(=O)C(C)n2c(=O)cc(C(F)(F)F)c3c(C)nn(C)c32)cc1OC (stereo not drawn) ?
KAT2A inh: -5.9%; FEN1 inh: 22.0%

What do the screens show for `C/C(=N\NC(=O)c1cc(C(C)(C)C)[nH]n1)C12CC3CC(CC(C3)C1)C2`?
N370S GC: 2.3%; KAT2A inh: 6.9%; FEN1 inh: 5.1%

How did COc1ccc2nc(NC(=O)C3CCCN(S(=O)(=O)c4cccc5nsnc45)C3)sc2c1 (stereo not drawn) do in these assays?
N370S GC: 2.1%; KAT2A inh: -20.9%; FEN1 inh: -1.3%

What do the screens show for `O=C(COC(=O)c1cccs1)NC1CCCCC1`?
N370S GC: -3.6%; KAT2A inh: -1.5%; FEN1 inh: 5.2%

What do the screens show for `COc1ccc([N+](=O)[O-])cc1N(CC(=O)NC1CCCCC1)S(C)(=O)=O`?
N370S GC: -6.8%; KAT2A inh: 2.4%; FEN1 inh: 3.2%

How did CCOc1cc(/C=N/Nc2cccc(C(=O)O)c2)ccc1OCC(=O)N1CCCCC1 do in these assays?
N370S GC: -11.6%; KAT2A inh: -2.8%; FEN1 inh: 5.1%

Results for COc1ccc(C(=O)NCc2ccc3c(c2)CCN3C(=O)c2ccc(F)cc2)cc1 ?
KAT2A inh: -3.9%; FEN1 inh: 13.6%

What do the screens show for `O=C(COC(=O)c1ccc(O)cc1O)N=c1sccn1Cc1ccccc1Cl`?
N370S GC: 0.1%; KAT2A inh: inconclusive; FEN1 inh: -1.6%

How did COc1ccc(N2CCN(c3ccc(N4C(=O)CC(C)C4=O)cc3[N+](=O)[O-])CC2)cc1 (stereo not drawn) do in these assays?
N370S GC: -4.5%; KAT2A inh: -3.8%; FEN1 inh: -7.2%

How did COc1ccc(CCN=CC2=C(O)CCCC2=O)cc1OC do in these assays?
N370S GC: 7.0%; KAT2A inh: 0.3%; FEN1 inh: 2.8%

Results for CCc1cc2c(SCC(=O)c3ccc(Cl)s3)ncnc2s1 ?
N370S GC: 3.9%; KAT2A inh: -14.4%; FEN1 inh: 1.7%

How did COc1ccc(N2CCN(C(=O)NC3CC(=O)N(c4ccc(OC)cc4)C3)CC2)cc1 (stereo not drawn) do in these assays?
N370S GC: -2.9%; KAT2A inh: -10.2%; FEN1 inh: -1.7%

Results for COc1ccc(Cl)cc1NC(=O)CCc1nnc2ccc(N3CCN(C)CC3)nn12 ?
N370S GC: -5.2%; KAT2A inh: -19.5%; FEN1 inh: 18.0%

What do the screens show for `COc1ccc(N(CC(C)C)S(=O)(=O)c2nnc(NC(=O)CC(C)C)s2)cc1`?
N370S GC: -5.7%; KAT2A inh: -6.5%; FEN1 inh: -2.2%

How did Cc1nn(CC(=O)N(C)c2c(N)n(Cc3ccccc3)c(=O)[nH]c2=O)c(C)c1[N+](=O)[O-] do in these assays?
KAT2A inh: -2.8%; FEN1 inh: -7.1%

How did Cc1ccc(CNC(=O)/C=C/c2ccc(S(=O)(=O)N3CCOCC3)cc2)cc1 do in these assays?
N370S GC: 0.2%; KAT2A inh: -1.4%; FEN1 inh: 9.7%

What do the screens show for `CC(C)N(C)S(=O)(=O)c1ccc(Cl)c(C(=O)O)c1`?
N370S GC: 0.6%; KAT2A inh: -3.0%; FEN1 inh: -3.7%

How did Cc1cccc(NC(=O)CCCn2c(=S)[nH]c3ccccc3c2=O)c1 do in these assays?
N370S GC: 1.7%; KAT2A inh: -1.9%; FEN1 inh: 15.8%

How did O=C(CN(c1cccc([N+](=O)[O-])c1)S(=O)(=O)c1ccccc1)NCc1cccnc1 do in these assays?
N370S GC: -12.1%; KAT2A inh: 0.3%; FEN1 inh: 13.6%

How did Cc1oc(-c2ccc(C(=O)NCCC(C)C)cc2)nc1CN1CCc2ccccc21 do in these assays?
KAT2A inh: -1.9%; FEN1 inh: -3.7%

Results for Cc1cccc(/C=N/Nc2ccc3ccccc3n2)c1 ?
N370S GC: -0.2%; KAT2A inh: -6.8%; FEN1 inh: 0.1%

What do the screens show for `Cc1c(NC(=O)/C(C#N)=C/C2CC=CCC2)c(=O)n(-c2ccccc2)n1C` (stereo not drawn)?
N370S GC: 5.4%; KAT2A inh: -9.3%; FEN1 inh: 3.0%

What do the screens show for `O=C(OC(c1ccc(NS(=O)(=O)c2ccccc2)cc1)(C(F)(F)F)C(F)(F)F)c1ccccc1`?
N370S GC: 13.1%; KAT2A inh: -12.8%; FEN1 inh: -6.4%

What do the screens show for `COc1ccc(-c2n[nH]c3c2C(c2ccc(OC)c(OC)c2)N(c2ccccc2)C3=O)cc1` (stereo not drawn)?
N370S GC: 6.8%; KAT2A inh: -7.5%; FEN1 inh: 5.5%

How did NS(=O)(=O)c1ccc(NC(=S)NC2CCCC2)cc1 do in these assays?
N370S GC: 7.7%; KAT2A inh: -6.9%; FEN1 inh: -1.7%

What do the screens show for `O=c1[nH]cnc2ccc([N+](=O)[O-])cc12`?
N370S GC: -15.3%; KAT2A inh: -3.3%; FEN1 inh: -6.1%

What do the screens show for `CCc1ccc2c(COC(=O)C3CC(=O)N(CCc4ccccc4)C3)cc(=O)oc2c1` (stereo not drawn)?
N370S GC: 1.2%; KAT2A inh: -0.3%; FEN1 inh: -0.9%

How did CCOC(=O)c1cnn(-c2ccccc2)c1-c1ccccc1 do in these assays?
N370S GC: -9.5%; KAT2A inh: -5.3%; FEN1 inh: -3.1%

What do the screens show for `Cc1ccccc1OCCn1c(-c2ccc(Cl)cc2)nc2ccccc2c1=O`?
KAT2A inh: 4.1%; FEN1 inh: 21.5%

Results for C=CCn1c(SCC(=O)Nc2nnc(C)s2)nnc1-c1cccnc1 ?
N370S GC: -6.5%; KAT2A inh: -4.2%; FEN1 inh: -0.3%

Results for Cc1ccccc1Cn1c(=O)n(C)c(=O)c2sccc21 ?
N370S GC: -1.4%; KAT2A inh: -7.8%; FEN1 inh: 1.9%

How did COc1ccc(NC(=O)CN2C(=O)C(C)SC(C)C2=O)cc1 (stereo not drawn) do in these assays?
N370S GC: -4.1%; KAT2A inh: 13.9%; FEN1 inh: -7.2%

What do the screens show for `C/C(CC(=O)Nc1ccc([N+](=O)[O-])cc1)=N/NC(=O)C1CC12CCC2` (stereo not drawn)?
N370S GC: -0.1%; KAT2A inh: -6.9%; FEN1 inh: 0.0%

How did CC(NC(=O)C(Cc1ccccc1)N1C(=O)C2C3CCC(C3)C2C1=O)c1ccccc1 (stereo not drawn) do in these assays?
N370S GC: -1.6%; KAT2A inh: -18.9%; FEN1 inh: -3.7%

What do the screens show for `Cc1cccc(NC(=O)CSc2nsc(SCC(=O)Nc3cccc(C)c3)c2C#N)c1`?
N370S GC: 4.1%; KAT2A inh: -7.2%; FEN1 inh: 6.1%

Results for Cc1ccc(NC(=O)Cc2ccc(-n3cccc3)cc2)c(C)c1 ?
N370S GC: 9.3%; KAT2A inh: 2.6%; FEN1 inh: -2.8%

How did COc1ccc(Oc2ccc(/C=C/C(=O)c3ccc(O)cc3)cc2[N+](=O)[O-])cc1 do in these assays?
N370S GC: inconclusive; KAT2A inh: -9.8%; FEN1 inh: 5.1%

What do the screens show for `CCOc1ccccc1C(=O)OCC(=O)Nc1ncc(C(F)(F)F)cc1Cl`?
N370S GC: 0.1%; KAT2A inh: -6.3%[0.501 µM]; FEN1 inh: -1.6%

Results for COc1ccc(-c2csc(N(CCCN(C)C)C(=O)c3ccc(C(C)(C)C)cc3)n2)cc1 ?
N370S GC: inconclusive; KAT2A inh: -19.3%; FEN1 inh: -6.1%

What do the screens show for `COc1ccc(Cn2c(=O)[nH]c3cc(C(=O)N4CCN(c5cc(C)ccc5C)CC4)ccc3c2=O)cc1`?
KAT2A inh: -5.2%; FEN1 inh: -4.7%
